# High-throughput results (PubChem BioAssay)
# Mdm2 MdmX PPI = human Mdm2/MdmX binding inhibition; SaOS-2 split-luciferase Mdm2/MdmX complementation, luminescence; inhibition, % at 8 µM; 330,000 tested, 3% active;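 active = inhibition of at least 50% at 8 µM in the primary screen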
# UPR XBP1 act = adaptive UPR (XBP1) activation; CHO-XBP1 luciferase reporter, IRE1-XBP1 UPR activation, luminescence; percent of tunicamycin response, DMSO as zero; activation, % at 20 µM; 330,000 tested, 0.33% active; AID 463104;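 active = versus positive control, 20 µM dose yields 30% or more activation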;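 also: 100% = tunicamycin at 10 µg/mL and 0% = DMSO only wells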
#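 Material: CHO cell line with stable XBP1 luciferase reporter; buffer or medium: F12 medium containing 10% fetal bovine serum; compound: single point, 20 µM final compound, 1% DMSO; incubation: 6 h treatment, 37 °C; measured by: glow luminescence from Steady-Glo reagent; evaluation: activation, % of tunicamycin; control set: tunicamycin high, DMSO low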
# Jurkat NFkB inh = inhibitors of the PMA/ionomycin-induced NF-kB reporter in Jurkat cells; 330,000 tested, 0.53% active; PMA/ionomycin-induced NF-kB luciferase reporter, luminescence; inhibition, % at 4 µM; in the data active = inhibition above about 50%
# APJ ag = APJ receptor agonism | AID 2520 | activation, % at 20 µM | CHO-K1 APJ PathHunter beta-arrestin, luminescence; 0% DMSO wells, 100% apelin | P35414 | 330,000 tested, 0.11% active;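 active = activation more than six SD over the plate average, tested at 20 µM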;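 also: 0% = DMSO alone and 100% = apelin-13 at 10 nM; some results filed as inactive read as strong as hits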
# Target sequence (P35414 whole entry, looked up): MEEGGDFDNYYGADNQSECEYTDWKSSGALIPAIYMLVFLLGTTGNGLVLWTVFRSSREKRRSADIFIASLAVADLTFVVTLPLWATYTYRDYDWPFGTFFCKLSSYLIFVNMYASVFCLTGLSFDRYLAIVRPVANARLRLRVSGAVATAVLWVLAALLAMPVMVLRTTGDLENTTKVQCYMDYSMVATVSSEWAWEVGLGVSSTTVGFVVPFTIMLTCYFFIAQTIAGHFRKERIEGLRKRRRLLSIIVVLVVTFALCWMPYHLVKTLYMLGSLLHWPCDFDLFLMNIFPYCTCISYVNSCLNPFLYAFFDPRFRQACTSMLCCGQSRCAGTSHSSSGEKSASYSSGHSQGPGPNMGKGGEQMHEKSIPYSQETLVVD
#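 Incubation: overnight seeding, 90 min compound at 25 °C, 1 h detection; test system: PathHunter CHO-K1 APJ (AGTRL-1) beta-arrestin reporter cells; amount: 1000 cells/well; doses: one dose, 20 µM compound, 1% DMSO; measured by: beta-gal luminescence; measure: agonist-driven arrestin binding to APJ; benchmarks: negative DMSO alone, positive Apelin-13 at 10 nM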
# tim23-1 inh = growth inhibitors of tim23-1 mutant yeast; S. cerevisiae tim23-1 growth, BacTiter-Glo luminescence, 24 h; inhibition, % at 20 µM; 330,000 tested, 1.3% active; AID 463212;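 active = growth inhibition of the mutant yeast at or above 50%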;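 also: temperature-sensitive mutant grown at 25 °C; plate controls were DMSO-treated mutant yeast for no effect and medium wells lacking yeast for full effect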
# UPR CHOP act = activators of apoptotic arm of unfolded protein response (CHOP); AID 449763; activation, % at 10 µM; 330,000 tested, 0.34% active; CHO-CHOP luciferase reporter, UPR activation, luminescence; percent of tunicamycin response over DMSO baseline;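 active = at 10 µM dose, activation of 40% or more, normalized to positive control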;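 also: 100% = tunicamycin at 10 µg/mL and 0% = DMSO alone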
#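 Test system: CHO CHOP reporter cells. Input: 500 CHO-CHOP cells per well. Medium: F12 with 10% FBS. Technique: luciferase luminescence. Measure: percent activation relative to tunicamycin control. Dosing: 10 µM compound, 0.5% DMSO. Timing: 16-18 h cell attachment, then 6 h compound exposure, 37 °C.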
# APJ antag = APJ receptor antagonism | inhibition, % at 20 µM | AID 2521 | CHO-K1 APJ beta-arrestin complementation, luminescence | P35414 | 330,000 tested, 0.32% active;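 active = inhibition above about 40% at 20 µM, limit read from the data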;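 also: cells challenged with 10 nM apelin-13 agonist together with compound; plate controls were apelin-13 plus DMSO wells for no effect and DMSO wells lacking apelin-13 for full effect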
# 697 NFkB inh = lowers PMA/ionomycin-induced NF-kB signal in 697 B cells; 697 B-cell NF-kB luciferase reporter, 16 h; inhibition, % at 4 µM; 330,000 tested, 0.33% active; in the data active = inhibition above about 35%
# Starred values were filed as active, the others as inactive. Rows were taken by chance; about 5% have a hit in one of these screens.
SMILES,Mdm2 MdmX PPI,UPR XBP1 act,Jurkat NFkB inh,APJ ag,tim23-1 inh,UPR CHOP act,APJ antag,697 NFkB inh
CCOC(=O)Nc1ccc2c(c1)nc(CN1CCN(C(C)=O)CC1)n2C,4,-2,-4,-3,4,-1.9,16,-5
CC(OC(=O)[C@@H]1CCCN1C(=O)c1cccs1)C(=O)Nc1cccc([N+](=O)[O-])c1 (stereo partly drawn),32,1,10,3,42,0.6,18,12
COC(=O)c1ccc(C(=O)Nc2ccc(N)cc2N)cc1,13,-5,13,0,2,0.3,-11,-7
CC(C)n1c(O)c(/C=C2\C=NN=C2c2ccccc2)sc1=S,61*,11,0,-2,22,0.8,4,-18
CCOc1ccc(OCC)c(NC(=O)CCCN2C(=O)c3cccnc3C2=O)c1,10,-2,3,5,19,-0.1,18,12
COc1ccc(N(C(=O)CNC(=O)c2ccco2)C(C(=O)NCC2CCCO2)c2ccc(OC)c(OC)c2)cc1 (stereo not drawn),23,-2,-14,2,14,1.4,1,21
COC(=O)Cn1cnc2ccccc2c1=O,14,-4,1,-2,6,3.1,19,7
Cc1cc(Cl)cc(C)c1OCCNCc1ccccc1,27,-3,11,-2,21,0.6,9,23
Cc1cccc(NC(=O)COc2ccc(Br)cc2/C=N/O)c1,-174,3,-95,-5,50*,5.9,0,-57
COc1ccccc1-n1c(SCC(=O)NC2CCS(=O)(=O)C2)nc2ccccc2c1=O (stereo not drawn),9,0,-13,-3,-2,0.8,-2,3
COc1nc(-c2ccncc2)nc2ccccc12,11,0,1,3,24,-0.5,7,-6
COc1ccc(C(=O)Nc2cc(C(C)=O)c(/C=C/N(C)C)oc2=O)cc1,-17,0,-26,-4,4,0.0,1,3
Cc1ccc(CC2CC(=O)N(c3ccc(Cl)cn3)C2=O)cc1 (stereo not drawn),22,-4,10,-3,12,-3.8,8,15
COC(=O)C1=C(CN2CCc3ccccc32)NC(=O)NC1c1cc(C)ccc1C (stereo not drawn),7,1,-15,39*,18,-2.9,-17,-7
COc1ccc(/C=N\NC(=O)CNC(=O)C(c2ccccc2)c2ccccc2)cc1[N+](=O)[O-],14,-1,-2,-3,-9,-1.2,-5,14
CN(CC(=O)N1CCc2ccccc21)S(=O)(=O)c1ccc(Cl)cc1,-15,0,12,-4,32,1.4,3,11
COC(=O)c1ccccc1NC(=O)CSc1[nH]c(=O)cc(C)c1C#N,24,-3,18,-3,8,-3.4,0,8
Cc1ccc(S(=O)(=O)N2CCCC(C(=O)NCC3COCCO3)C2)cc1 (stereo not drawn),23,-3,-13,-5,-4,-0.8,-8,13
Cc1ccc(S(=O)(=O)N/N=C/c2c[nH]c3ccccc23)cc1,6,-2,7,-2,8,-1.6,-5,5
NC(=O)[C@@H]1CCCN1C(=O)[C@@H](Cc1cnc[nH]1)NC(=O)[C@@H]1CCC(=O)N1,-17,1,8,-3,0,-0.5,-4,21
CSc1nc(N2CCOCC2)c2ccccc2n1,20,0,-8,1,13,-1.0,1,-8
CN(C(=O)c1cc2sccc2n1C)C1CCCCC1,-71,1,-85,-5,38,4.1,1,-82
Clc1ccc(N2CCCCCC2)nn1,-3,2,-8,0,12,-0.3,-10,-10
O=C(C1CCN(S(=O)(=O)c2cccc3cccnc23)CC1)N1CCc2ccccc21,4,3,15,-4,20,-1.1,12,10
Cc1c(NC(=O)C(C)OC(=O)c2cccnc2)c(=O)n(-c2ccccc2)n1C (stereo not drawn),10,0,-16,-9,15,-2.2,-1,0
Cc1ccc(C(=O)N/N=C\c2ccccn2)cn1,0,2,-2,0,-4,2.2,-13,-25
O=c1cc(-c2ccccc2)nc(SCc2ccccc2)[nH]1,-5,-1,8,-1,8,0.2,15,-11
CC(C)(C)N=Cc1cc(-c2ccccc2)sc1O,-96,2,-78,-3,0,4.1,-18,-57
COCCCNC(=O)c1c(N)n(-c2cccc(S(N)(=O)=O)c2)c2nc3ccccc3nc12,24,-1,-14,-1,9,-0.8,-6,4
COC(=O)[C@H](Cc1ccccc1)NC(=O)Nc1ccc(S(N)(=O)=O)cc1,-6,5,2,-1,6,1.0,2,26
Cc1ccc(OCc2nnc(SCC(=O)N3c4ccccc4Sc4ccc(Cl)cc43)o2)cc1,10,-4,-2,2,19,9.4,-33,-11
CCOc1ccc(NC(=O)c2cc(S(=O)(=O)N3CCCCC3)c[nH]2)cc1,16,-3,-5,2,-17,-1.5,-81,-9
O=C(COC(=O)c1ccc(S(=O)(=O)N2CCCC2)cc1)Nc1ccc(N2CCOCC2)cc1,-47,1,23,-5,2,1.4,-6,16
COc1ccc(CNC(=O)COC(=O)c2cc(-c3ccc(Cl)s3)nc3ccccc23)cc1,41,-6,-8,1,-11,-0.9,4,0
O=C(COC(=O)CCc1nc2ccccc2s1)Nc1cccc(S(=O)(=O)N2CCOCC2)c1,1,1,-6,-2,5,1.7,2,1
CC(C)c1onc(C(=O)N2CCC(C(N)=O)CC2)c1[N+](=O)[O-],-8,-3,-11,0,16,-0.8,10,-8
N#CCOC(=O)[C@H](Cc1c[nH]c2ccccc12)NS(=O)(=O)c1ccc(Cl)cc1,-2,-1,0,1,13,-2.6,4,6
CC(C)CC(NS(=O)(=O)OCC(Cl)(Cl)Cl)c1ccccc1 (stereo not drawn),-2,5,-8,12,-4,-1.1,-6,-22
COc1ccc(/C=C(\NC(=O)c2ccccc2)C(=O)NCCN2CCOCC2)cc1OC,19,-1,-1,-2,1,-1.3,19,-12
CC(Sc1nnnn1C)C(=O)Nc1ccccc1 (stereo not drawn),27,-1,-26,-2,4,-0.9,-2,14

# Limited to Jurkat NFkB inh, tim23-1 inh and UPR CHOP act, for some of the entries so far:
SMILES	Jurkat NFkB inh	tim23-1 inh	UPR CHOP act
CSc1nc(N2CCOCC2)c2ccccc2n1	-8	13	-1.0
CN(C(=O)c1cc2sccc2n1C)C1CCCCC1	-85	38	4.1

# (next part)
SMILES,Mdm2 MdmX PPI,UPR XBP1 act,Jurkat NFkB inh,APJ ag,tim23-1 inh,UPR CHOP act,APJ antag,697 NFkB inh
CCCCOCCCN1CC(=O)N2C(C)c3[nH]c4ccccc4c3C[C@H]2C1=O (stereo partly drawn),8,-5,-10,-1,37,-0.3,8,-7
Cc1ccc(C(C[N+](=O)[O-])Sc2ccc(N)cc2)cc1 (stereo not drawn),45,-4,0,1,75*,117*,46*,17
COCCNC(=O)c1ccc2c(c1)CCN2S(C)(=O)=O,-5,0,-4,-3,9,1.3,-5,18
N#Cc1c(-c2ccco2)cc(-c2ccc(F)cc2)nc1N,24,-4,1,1,37,0.6,15,0
O=C1CCC(C(=O)N2CCc3c(Cl)cccc3C2)CN1CCCN1CCOCC1 (stereo not drawn),15,-2,-2,-2,9,-0.6,8,19
O=C(c1ccccc1)N1CCN(CC2CC=CCC2)CC1 (stereo not drawn),15,-1,2,-5,3,-0.2,12,-3
Cc1ccccc1-n1nnnc1SC(C)C(=O)NC1CCCc2ccccc21 (stereo not drawn),-8,-1,-2,-1,32,2.8,-19,-5
CC(C)Oc1ccc2ccccc2c1C=O,1,0,8,0,49,3.1,-19,4
CCN(C(=O)COC(=O)c1cc(S(=O)(=O)N(C)C)ccc1Cl)C1CCS(=O)(=O)C1 (stereo not drawn),0,2,-11,3,-14,-0.3,-45,7
CC(C)(CN1CCN(C(c2ccccc2)c2ccccc2)CC1)NS(=O)(=O)c1ccccc1,6,-3,-3,-3,4,1.3,-1,-19
Cc1cccnc1NC(=O)CNC(=O)c1cccs1,0,1,6,4,10,1.3,-2,6
Cc1ccc(C(=O)N2N=C(c3ccc(NS(C)(=O)=O)cc3)CC2c2cccs2)cc1 (stereo not drawn),13,-7,10,2,24,-0.1,2,13
O=C(NC12CC3CC(CC(C3)C1)C2)N1CCN(c2nc(-c3ccccc3)cs2)CC1,29,0,9,0,26,-2.7,11,-28
CCOc1ccc(/C=C/C(=O)OCC(=O)Nc2cccc(S(=O)(=O)N3CCCC3)c2)cc1,10,0,-1,0,-1,6.8,27,5
Cc1ccc(NC(=O)c2ccccc2NS(=O)(=O)c2ccc(F)cc2)cc1S(=O)(=O)N1CCCCC1,89*,2,-9,2,21,3.9,-2,-21
CCOc1ccc(NC(=O)Nc2cc(C(C)C)ccc2C)cc1,30,-1,-1,1,-5,0.4,2,2
O=c1[nH]c(C2CC2)nc2sc3c(c12)CCCC3,16,-1,17,-3,0,-0.7,14,8
CC(c1ccccc1)N1C(=O)C2C3CCC(C3)C2C1=O (stereo not drawn),-8,-1,-15,-1,6,0.3,2,-4
CSc1ccc(Cl)c(C(=O)Nc2nccs2)c1,1,2,3,2,11,0.9,-3,8
CC(Oc1ccc(Cl)cc1Cl)C(=O)NCCC1=CCCCC1 (stereo not drawn),-1,0,-3,0,21,0.0,-11,23
COc1ccnc2c1c(=O)n(Cc1cccc(F)c1)c(=O)n2C,4,5,13,-3,32,-2.2,8,21
COc1ccc(-n2c(Cc3cccn3C)nnc2SCC(=O)Nc2cccc(NC(C)=O)c2)cc1,-6,1,10,-5,-15,3.2,14,21
COCCn1c(SCC(=O)NC(=O)NCc2ccccc2)nc2ccccc2c1=O,23,-4,-10,-2,2,-0.9,10,-3
CCc1ccc(NC(=O)CS(=O)CC(=O)Nc2ccc(F)cc2F)cc1 (stereo not drawn),-8,2,6,-1,-3,2.1,-11,3
O=C(O)CCC(=O)N1CCN(c2ncccn2)CC1,1,-1,-1,-4,8,1.3,7,-6
CC(=O)c1c(C)[nH]c(C(=O)OCC(=O)Nc2ccc([N+](=O)[O-])cc2Cl)c1C,47,0,-8,2,-19,0.5,-14,-3
O=C(Nc1cccnc1)c1ccc(NC(=O)c2ccco2)cc1,1,-2,-6,-2,3,-1.3,-15,10
CCn1c(=O)c2c(nc3n2CCCN3c2cccc(C)c2)n(C)c1=O,-12,0,6,0,18,-2.2,13,-5
O=C(CNS(=O)(=O)c1cccs1)NCc1ccccc1,14,2,-23,-2,12,1.8,-29,1
CN1CCN(C(=O)/C(=C/c2ccccc2Cl)NC(=O)c2ccccc2)CC1,19,-4,-16,-2,5,-0.3,-14,-2
O=C(CSc1ncn[nH]1)Nc1c(Br)cc([N+](=O)[O-])cc1Br,19,-2,11,2,9,12,5,-3
CCOC(=O)c1[nH]c(C)c(C(=O)c2cc(F)ccc2F)c1C,59*,13,77*,-5,21,3.3,-10,14
Cc1cccc(OC(=O)c2sc(Cl)nc2C)c1,15,2,9,0,10,0.4,-9,0

# Retrieved by compound from above:
SMILES,Mdm2 MdmX PPI,UPR XBP1 act,Jurkat NFkB inh,APJ ag,tim23-1 inh,UPR CHOP act,APJ antag,697 NFkB inh
COc1ccnc2c1c(=O)n(Cc1cccc(F)c1)c(=O)n2C,4,5,13,-3,32,-2.2,8,21
O=C(CNS(=O)(=O)c1cccs1)NCc1ccccc1,14,2,-23,-2,12,1.8,-29,1
COCCn1c(SCC(=O)NC(=O)NCc2ccccc2)nc2ccccc2c1=O,23,-4,-10,-2,2,-0.9,10,-3
Cc1cccc(OC(=O)c2sc(Cl)nc2C)c1,15,2,9,0,10,0.4,-9,0
CCn1c(=O)c2c(nc3n2CCCN3c2cccc(C)c2)n(C)c1=O,-12,0,6,0,18,-2.2,13,-5
O=C(O)CCC(=O)N1CCN(c2ncccn2)CC1,1,-1,-1,-4,8,1.3,7,-6
O=C(CSc1ncn[nH]1)Nc1c(Br)cc([N+](=O)[O-])cc1Br,19,-2,11,2,9,12,5,-3
